M18AAP inhibitor: blocks P. falciparum M18 aspartyl aminopeptidase | recombinant PfM18AAP, H-Glu-NHMec fluorogenic cleavage | inhibition, % at 7.35 µM | hit rate 1.2% among 290,000 | AID 1822;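 active means inhibition above the campaign mean inhibition over all tested compounds plus 3 SD, cut at about 28% in these data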;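 further: 0% = plate median of test compound wells and 100% = 2 mM ZnCl2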
V1R ag counter: V1a receptor agonism, counter-screen for OXTR agonists. AID 2797. hit rate 0.25% among 320,000. CHO-V1R cells, Fluo-8 calcium fluorescence, agonist mode; 0% DMSO, 100% 3 nM vasopressin. activation, % at 3 µM;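 active means activation above the mean activation of all tested compounds plus 3 SD, per screening run, cut at about 20% in these data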;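 further: signal is peak over basal fluorescence ratio across a 100 second FLIPR read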
Target sequence (P37288 whole entry, looked up): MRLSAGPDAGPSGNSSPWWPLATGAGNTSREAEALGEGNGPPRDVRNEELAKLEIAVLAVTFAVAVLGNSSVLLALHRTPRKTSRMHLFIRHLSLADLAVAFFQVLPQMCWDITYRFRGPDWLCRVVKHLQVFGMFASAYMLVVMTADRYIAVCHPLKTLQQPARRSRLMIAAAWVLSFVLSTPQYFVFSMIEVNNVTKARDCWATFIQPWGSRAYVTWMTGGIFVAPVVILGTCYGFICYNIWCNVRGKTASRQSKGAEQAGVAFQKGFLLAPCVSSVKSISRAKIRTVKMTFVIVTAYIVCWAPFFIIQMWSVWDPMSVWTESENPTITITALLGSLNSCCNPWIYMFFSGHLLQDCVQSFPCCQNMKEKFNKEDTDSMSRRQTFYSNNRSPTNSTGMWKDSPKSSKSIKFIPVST
GalR3 antag: human GalR3 antagonism. O60755. HEK293 GalR3-CNG cAMP membrane potential fluorescence; galR3 body fused to GalR1 C-terminus. inhibition, % at 3 µM. hit rate 0.44% among 360,000. AID 651719;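 active means inhibition above the screen-wide average plus 3 SD, cut at about 13% in these data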;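 further: forskolin and galanin both at EC90 stimulate the cells; cAMP rise reported by CNG channel membrane potential dye signal; 0% = forskolin plus galanin with DMSO and 100% = forskolin alone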
GPR7 antag: antagonists of human GPR7 (neuropeptides B/W receptor 1) | P48145 | GPR7-expressing cells, fluorescence antagonist assay | inhibition, % at 4.4 µM | hit rate 1.1% among 290,000 | AID 1861; in the data active means inhibition above about 16%, passing the limit was not always enough;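 further: cells stimulated with the agonist NPW; 0% = agonist with vehicle and 100% = vehicle without agonist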
NALP1 yeast inh: NALP1 inhibition; S. cerevisiae NALP1/ASC/caspase-1 growth, X-gal OD620, 72 h; inhibition, % at 10 µM; hit rate 0.61% among 280,000; in the data active means inhibition mostly above about 24%, no sharp cut-off; inactive means mostly below about 32%; further: some compounds called inactive have numbers as strong as hits
OXTR ag: agonists of human oxytocin receptor; P30559; CHO-OTR cells, Fluo-8 calcium fluorescence; normalized: DMSO 0%, oxytocin 100%; activation, % at 3 µM; hit rate 0.32% among 320,000; AID 2435;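 active means activation above the mean of all tested compounds plus 3 SD, cutoff set per screening run, cut at about 20% in these data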;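 further: peak over basal fluorescence ratio from a 100 s FLIPR kinetic read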
Target sequence (P30559 whole entry, looked up): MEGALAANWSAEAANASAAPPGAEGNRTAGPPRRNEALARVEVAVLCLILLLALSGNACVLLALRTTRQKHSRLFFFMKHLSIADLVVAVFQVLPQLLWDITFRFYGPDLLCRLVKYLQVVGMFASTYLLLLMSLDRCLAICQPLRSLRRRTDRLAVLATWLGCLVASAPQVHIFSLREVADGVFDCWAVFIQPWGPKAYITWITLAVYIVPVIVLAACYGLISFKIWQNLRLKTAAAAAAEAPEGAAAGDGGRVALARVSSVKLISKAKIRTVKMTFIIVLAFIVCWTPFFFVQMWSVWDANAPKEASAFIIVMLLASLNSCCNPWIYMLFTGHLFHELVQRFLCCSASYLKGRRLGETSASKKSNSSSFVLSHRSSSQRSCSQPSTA
MEKK2wt PB1 HTS: raises or lowers MEK5 binding to wildtype human MEKK2 PB1 domain; hit rate 1.1% among 290,000; AID 1531; bead flow cytometry, Alexa488-MEK5 binding to MEKK2 WT; actives lie on both sides; binding response (% of control), % at 10 µM; Q9Y2U5; in the data active means binding response below about 67% or above about 130%
MEKK2 mut-MEK5: signal of MEK5 binding to mutant human MEKK2 PB1 domain; percent response, % at 10 µM; bead flow cytometry, Alexa488-MEK5 binding to MEKK2 mutant; hit rate 0.35% among 290,000; in the data active means percent response above about 24%, passing the limit was not always enough; further: inactives centre near 1; some results filed as inactive read as strong as hits; reference of the scale not given here
OXTR potentiator: human OXTR potentiation. CHO-OTR cells, Fluo-8 calcium fluorescence, potentiator mode; 0% = oxytocin EC15, 100% = EC100. activation, % at 3 µM. hit rate 0.061% among 320,000. AID 2445;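 active means activation above that plate's cutoff, the mean activation of tested compounds plus 3 SD, cut at about 6.6% in these data, passing the limit was not always enough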;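 further: 100% uses oxytocin at 75 nM as the full agonist control; some results filed as inactive read as strong as hits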
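Assay system: CHO-OTR cells, human receptor / Also added: oxytocin at about EC15, sub-maximal agonist stimulus / Dosing: single dose, 3.0 µM nominal final compound concentration / Incubation: 6 min pre-incubation, 100 s read / Technique: Fluo-8 calcium dye fluorescence / Read-out: % activation vs EC15 and EC100 oxytocin / Benchmarks: EC15 oxytocin low, 75 nM oxytocin high / Replicates: singlicate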
Numbers without * were called inactive; nt = not tested or not shown; [ ] = another dose, or the depositor's remark.

[1] Cc1[nH]c(=O)[nH]c(=O)c1/C=C/C(=O)OCC(C)C
[2] Cn1c(SCC(=O)c2ccc(F)cc2)nnc1-c1ccccn1
[3] Clc1cccc(CN2CCC(Cc3ccccc3)CC2)c1
[4] COC(=O)c1ccc(Nc2nc3ccc(C)cc3n3cnnc23)cc1
[5] O=C(COC(=O)c1nsc(Cl)c1Cl)NC1CCCCC1
[6] CCc1ccccc1NC(=O)CSc1nc(-c2ccccc2)nn1C(=O)c1cccc([N+](=O)[O-])c1
[7] CCc1ccc(NC(=O)Nn2cnnc2)cc1
[8] COc1cc(NC(=O)c2nn(C)c3c2CS(=O)(=O)c2ccccc2-3)cc(OC)c1

compound no.,1,2,3,4,5,6,7,8
M18AAP inhibitor,2,-4,-1,-5,-3,-3,55*,3
V1R ag counter,0.5,1.0,-0.9,-0.3,-0.4,1.4,1.2,1.6
GalR3 antag,0,-4,-8,-11,-5,nt,-3,-6
GPR7 antag,1,-9,16,9,4,-6,-16,-5
NALP1 yeast inh,19,4,30,16,17,18,10,12
OXTR ag,-1.7,-1.7,-0.9,-1.0,-0.6,0.3,-0.5,1.6
MEKK2wt PB1 HTS,105,115,112,102,100,99,101,89
MEKK2 mut-MEK5,18,16,5,0,-3,-4,4,-3
OXTR potentiator,-5,-7,-3,-8,-10,-6,-2,-13

[9] O=C(CSc1ncnc2c1nnn2Cc1ccc(F)cc1)NC1CCCCC1
[10] COc1ccccc1N1CCN(C(=O)COc2cc(C)ccc2C)CC1
[11] O=C(CN(Cc1ccccc1Cl)C(=O)CNS(=O)(=O)c1ccccc1)NCC1CCCO1 (configuration not stated)
[12] CNS(=O)(=O)c1cccc(C(=O)OCC(=O)Nc2sc3c(c2C#N)CCCCC3)c1
[13] COc1ccc(C(=O)OCC(=O)Nc2sccc2C(N)=O)cc1OC
[14] Cc1ccc(C(=O)CSc2nnc(-c3snnc3C)n2C2CC2)cc1
[15] COc1ccc(CN2CCNC(=O)C2CC(=O)NC2CCCCCCC2)cc1OC (configuration not stated)
[16] Cc1ccc(-c2c(C(=O)N/N=C/C3CCCCC3)nnn2-c2nonc2N)cc1

compound no.,9,10,11,12,13,14,15,16
M18AAP inhibitor,4,3,-9,4,-2,-7,-6,9
V1R ag counter,0.9,0.0,-0.2,6.3,4.5,9.9,0.1,1.6
GalR3 antag,-3,-5,-8,-1,2,-1,1,2
GPR7 antag,-14,15,1,-4,-11,-14,6,-22
NALP1 yeast inh,-2,23,8,16,-2,-2,14,5
OXTR ag,-0.1,-2.2,0.8,6.2,2.4,-1.1,0.3,0.7
MEKK2wt PB1 HTS,97,99,104,112,88,95,118,95
MEKK2 mut-MEK5,1,-1,2,20,-9,-6,17,4
OXTR potentiator,-2,-7,-8,-14,-9,-4,-11,-10

[17] Cc1cc(NC(=O)CSc2nccn2-c2ccc([N+](=O)[O-])cc2)no1
[18] O=C(Oc1cccc(C(=O)N2CCOCC2)c1)c1ccc(Br)cc1
[19] CC(Sc1nnc(C(F)(F)F)n1C)C(=O)Nc1ccc(N2CCOCC2)cc1 (configuration not stated)
[20] CC(=O)Nc1ccc(OCC(O)Cn2c3ccccc3c3ccccc32)c(C)c1 (configuration not stated)
[21] Cc1nnc(SCC(=O)Nc2cccc(Cl)c2)n1CC1CCCO1 (configuration not stated)
[22] CCOc1cc(/C=C/C(=O)O)ccc1OCCOc1ccc(F)cc1
[23] CCn1c(=O)n(CC)c2cc(S(=O)(=O)Nc3ccccc3C)c(C)cc21
[24] Cc1cccc(C)c1NS(=O)(=O)c1ccc2c(c1)NC(=O)CO2

compound no.,17,18,19,20,21,22,23,24
M18AAP inhibitor,-2,4,nt,4,-2,3,0,-2
V1R ag counter,-1.0,0.1,-0.5,13,0.1,3.1,0.5,-0.1
GalR3 antag,-4,0,-4,15*,-8,-10,-7,-2
GPR7 antag,8,-6,nt,6,-10,16,-16,-11
NALP1 yeast inh,-17,10,nt,-3,7,6,4,2
OXTR ag,0.0,0.7,-0.1,22*,0.1,1.4,-1.4,-0.1
MEKK2wt PB1 HTS,105,95,nt,114,102,103,101,92
MEKK2 mut-MEK5,-1,-9,nt,6,-1,5,3,-9
OXTR potentiator,5,2,-7,-13,-6,-27,5,4

[25] CCOC(=O)C(=NCCCN(C)C)NNc1cc(C(F)(F)F)ccc1Cl
[26] CCOC(=O)C12CNC(=O)C(C(=O)OCC)(CNC1=O)C2
[27] CC(C)(C)OC(=O)N[C@H](Cc1ccccc1)C(=O)N1CCC(C(=O)O)CC1
[28] COc1ccc(Cl)cc1-c1nc(SCC(=O)NC2CC2)n[nH]1
[29] COC(=O)c1cn(C(=O)c2cccc(Br)c2)c2ccccc12
[30] COc1cccc(NC(=O)NC2(C(=O)N3CCN(C)CC3)CCCCC2)c1
[31] Cc1ccc(NC(=O)COC(=O)c2cc(=O)c3ccccc3o2)c(Br)c1
[32] O=C(COC(=O)c1cc(=O)[nH]c2ccccc12)c1ccc(Br)cc1

compound no.,25,26,27,28,29,30,31,32
M18AAP inhibitor,18,-6,5,2,3,-3,nt,3
V1R ag counter,0.0,0.2,-0.3,-0.6,-0.1,-0.3,0.1,-0.5
GalR3 antag,-6,0,-1,-3,2,-9,-1,-5
GPR7 antag,-14,-4,-4,1,-11,-1,nt,-10
NALP1 yeast inh,2,8,20,1,1,-3,nt,nt
OXTR ag,-1.0,0.5,0.3,-0.7,0.1,0.8,-0.4,-0.6
MEKK2wt PB1 HTS,137,107,103,nt,107,97,nt,96
MEKK2 mut-MEK5,-4,6,-2,nt,3,-1,nt,2
OXTR potentiator,-8,-9,-8,-7,1,-3,-7,11

[33] CCC(C(=O)NCCCN1CCN(CC)CC1)n1nc(C)n2c(cc3occc32)c1=O (configuration not stated)
[34] COc1ccc2[nH]cc(C(=O)CN3CCCC(C)(C)C3)c2c1
[35] O=C1/C(=C/c2ccccc2)CSc2sccc21
[36] CCCCOC(=O)c1ccc(OC(=O)c2cccnc2)cc1
[37] CCCCCCOC(=O)Nc1ccc(S(=O)(=O)Nc2cccc([N+](=O)[O-])c2)cc1
[38] COc1ccc(-c2nc3cccc(C)n3c2NCc2ccco2)cc1OC
[39] O=C(C[n+]1cc(Br)cc2ccccc21)c1ccc(Br)cc1
[40] CC(=O)c1ccc(S(=O)(=O)Oc2ccc(-c3ccc(C(=O)O)cc3)cc2)cc1

compound no.,33,34,35,36,37,38,39,40
M18AAP inhibitor,0,-10,-8,2,-3,4,6,-8
V1R ag counter,0.3,1.6,-1.5,1.4,0.9,-0.8,-0.6,3.9
GalR3 antag,-7,-5,-3,-3,3,3,-3,-10
GPR7 antag,-21,7,11,-9,2,-7,0,-9
NALP1 yeast inh,21,16,11,5,-32,30,6,5
OXTR ag,-0.9,1.1,-2.5,2.9,-0.5,-1.4,-0.5,6.6
MEKK2wt PB1 HTS,99,108,105,96,117,107,81,97
MEKK2 mut-MEK5,1,5,5,-3,-1,19,-4,-3
OXTR potentiator,-8,-2,-14,-13,-4,-8,0,-6

[41] Cc1cccc(-c2oc3ccccc3c2C#CCCO)c1
[42] CN(C)C(=O)N1CCC(C(=O)N2CCCC(C(=O)c3cccc4ccccc34)C2)CC1 (configuration not stated)
[43] COc1ccc(OCC(=O)N/N=C/c2ccsc2)cc1
[44] Cc1cccc(OCC(=O)Nc2ccc3c(c2)OCO3)c1C
[45] Clc1ccc(CSc2nnc(CNc3cccc(Cl)c3)o2)cc1
[46] Cn1cccc1C(=O)NC(=O)COC(=O)c1ccc(S(C)(=O)=O)cc1
[47] CC(=O)N1CCN(c2ncnc3sc(-c4ccccc4)cc23)CC1
[48] CC(=O)c1ccc(OCCCC(=O)NC2CCCCC2C)cc1 (configuration not stated)

compound no.,41,42,43,44,45,46,47,48
M18AAP inhibitor,-3,2,3,8,1,nt,-4,0
V1R ag counter,-0.3,-1.0,-0.2,-1.5,-0.3,0.8,-1.3,1.1
GalR3 antag,-1,-5,0,-2,-3,-4,-4,-6
GPR7 antag,-5,-11,-5,2,2,nt,-16,-1
NALP1 yeast inh,20,2,31,7,7,nt,-1,20
OXTR ag,1.0,-2.1,-0.4,-2.0,-1.9,2.0,-0.7,1.9
MEKK2wt PB1 HTS,101,102,104,2.0*[inhibitor],nt,nt,101,97
MEKK2 mut-MEK5,0,7,0,-15,nt,nt,-6,-4
OXTR potentiator,-15,3,-5,-21,-11,-3,-9,-2

[49] CC(Oc1ccccc1Cl)c1nnc(N)s1 (configuration not stated)
[50] CC1CCN(c2ncnc3ccccc23)CC1
[51] COC(=O)c1cc(NC(=O)c2ccoc2C)cc(C(=O)OC)c1
[52] O=[N+]([O-])c1ccc(C[n+]2ccc(Cc3ccccc3)cc2)cc1
[53] Cc1ccc(CC2CC(=O)N(C(Cc3ccccc3)C(=O)O)C2=O)cc1 (configuration not stated)
[54] COC(=O)c1sc2ccccc2c1NC(=O)c1cccs1
[55] O=C(CSc1nc(-c2ccccc2F)nc2nc[nH]c12)Nc1c(Cl)cc(Cl)cc1Cl
[56] COc1ccc(NC(=O)CNC(=O)c2ccc([N+](=O)[O-])cc2)cc1

compound no.,49,50,51,52,53,54,55,56
M18AAP inhibitor,1,-2,0,0,-9,-1,0,1
V1R ag counter,1.9,6.5,-0.3,0.0,0.5,-1.3,0.2,0.2
GalR3 antag,-1,73*,-2,0,-4,-2,3,7
GPR7 antag,-7,-2,2,3,-2,-5,10,-10
NALP1 yeast inh,10,6,11,13,2,26,28,26
OXTR ag,0.3,11,-2.4,0.8,0.2,-1.0,1.6,0.3
MEKK2wt PB1 HTS,nt,98,98,119,97,104,82,101
MEKK2 mut-MEK5,nt,1,-4,19,-6,2,11,-3
OXTR potentiator,-6,-21,-4,5,0,6,0,0

Screens as filed in PubChem BioAssay.
